Yeast growth tox: yeast growth toxicity, wild-type and mutant, primary screen, cytotoxicity control for eIF2B function restoration project, wild-type and eIF2Bepsilon R284H mutant, A595; S. cerevisiae wild-type growth, A595 turbidity, 16 h; growth inhibition, % at 25 µM (by protocol); 30,000 tested, 0.3% active; AID 685, 2007;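 active = mutant and wild-type yeast strains alike exhibit over 30% growth inhibition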;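 also: 0% = untreated cell controls and 100% = YPD media blanks without cells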
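Schedule: 16 h growth with compound, 30 °C. System: yeast, wild-type or eIF2Bepsilon-R284H mutant. Doses: one dose, 25 µM compound[…]. Buffer or medium: YPD. Signal: turbidity measured as absorbance at 595 nm. Read-out basis: growth inhibition (%) versus cell controls and blanks.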
eIF2B yeast act: GCN4-lacZ reporter reduction in eIF2B-epsilon mutant yeast, primary screen, S. cerevisiae, eIF2B-epsilon R284H, Beta-Glo luminescence. AID 688, 2007. 27,000 tested, 0.91% active. inhibition, % at 25 µM (by protocol);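 active = mutant luminescence inhibited past about 50% while wild type luminescence and mutant growth stay under set limits, limit read from the data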; also: some compounds called inactive have numbers as strong as hits
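Times: 16 h growth with compound at 30 °C, 90 min Beta-Glo step; Assay system: yeast eIF2B-epsilon R284H mutant carrying GCN4–beta-galactosidase fusion; Measure: % inhibition of reporter signal and growth versus controls; Dosing: one concentration, 25 µM, 0.25% DMSO; Buffer or medium: YPD yeast growth medium; Measured by: Beta-Glo luminescence plus absorbance at 595 nm.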
Yeast growth tox inhibition %: recorded beside Yeast growth tox, whose call it bears; growth inhibition, %; S. cerevisiae eIF2Bepsilon-R284H mutant growth, A595 turbidity, 16 h;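 each compound tested once at 25 µM; 0% equals untreated cells and 100% equals cell-free medium blanks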
eIF2B yeast act mutant toxicity: recorded beside eIF2B yeast act, whose call it bears; growth inhibition, %; measured here: mutant yeast growth, toxicity;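 each compound tested once at 25 µM; zero equals untreated control growth and 100 equals blank medium absorbance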
The depositor's hits bear a star; x = not tested or not shown. Only part of the results is shown; rates above refer to the full screens.

The line under a structure holds: eIF2B yeast act	eIF2B yeast act mutant toxicity	Yeast growth tox inhibition %	Yeast growth tox
CCOc1ccc(NC(=O)CCS(=O)(=O)c2cccc3nsnc23)cc1
  17	19	19	23
CCc1cc2cc(C)cc(C)c2nc1SCC(=O)N1CCCC1
  16	-54	-54	-54
CCc1nnc(NC(=O)CSc2nnc(C)n2Cc2ccccc2)s1
  -2	-8	-8	10
O=C1NCC(c2ccccc2)C1C(=O)N/N=C\c1ccc(-c2ccc(Cl)c(Cl)c2)o1 (centres undefined)
  20	19	19	10
Cc1nn(C)cc1CNC(=O)c1cnn2c(C(F)F)cc(C3CC3)nc12
  9	-26	-26	-4
CC(C)(C)NC(=O)C(c1ccncc1)N(C(=O)Cn1nnc(-c2cccs2)n1)C1CCCCC1 (centres undefined)
  -2	5	5	14
CSc1ccccc1NC(=O)CN(C1CCCCC1)S(C)(=O)=O
  17	16	16	7
COC(=O)C(O)(CC(=O)Nc1ccc(Cl)cc1Cl)C(F)(F)F (centres undefined)
  -14	x	x	x
Cc1cccc(Cc2c(C)nc3c(C(=O)NCc4ccco4)cnn3c2C)c1
  13	4	4	-6
CCN1C(=O)CS/C1=N\c1nccs1
  21	17	17	5
O=S(=O)(CCn1cccc1)CCn1cccc1
  13	7	7	-12
Cn1c(CN2CCN(CC#N)CC2)c(C#N)c2ccccc21
  x	x	3	-1
N#CCCn1cc(/C=N/O)c(-c2ccc(F)cc2)n1
  -8	8	8	13
Cc1ccc2[nH]c(=O)c(C(c3nnnn3C3CCCC3)N(Cc3cccnc3)Cc3ccco3)cc2c1 (centres undefined)
  8	x	x	x
Clc1ccc(CSc2nnc(-c3cccnc3)o2)cc1
  -9	-14	-14	9
CCCCn1cnc2c1c(=O)[nH]c(=O)n2CCCC
  23	13	13	-17
CCOC(=O)C1=C(C)NC(SCC(=O)Nc2nc(C)cs2)=C(C#N)C1c1cccs1 (centres undefined)
  38	x	x	x
COc1cccc(-c2nc(N3CCCCC3C)c3ccccc3n2)c1O (centres undefined)
  56*	x	-14	-7
Cc1occc1-c1nnc(SCC(=O)Nc2ccc(F)cc2)n1Cc1ccccc1
  19	-24	-24	-6
Cc1cc(C)cc(OCc2nnc(SCC(=O)OC(C)C)o2)c1
  12	3	3	2
Cc1ccc(C(=O)Oc2oc(-c3ccco3)nc2C=Nc2ccccc2)cc1
  x	x	7	16
CCCC(=O)n1nc(-c2ccccc2)nc1SC
  11	x	x	x
Cc1ccc2[nH]c(-c3ccccc3)c(CN(C)C)c(=O)c2c1
  19	-33	-33	0
COc1cccc(Cn2c(C3CC3)nc3ccc(NC(=O)c4ccco4)cc3c2=O)c1
  18	5	5	7
CCn1c(SCC(=O)Nc2cc(C)on2)nnc1-c1ccccc1
  27	8	8	-15
O=S(=O)(CCSc1nc2ccccc2o1)Cc1ccccc1
  -27	27	27	21
CCOCCCNC(=O)C(NC(=O)CNC(=O)c1ccccc1)c1ccc(C)cc1 (centres undefined)
  2	x	0	1
CCOC(=O)c1cc2cc(F)ccc2nc1C
  14	x	0	18
CSc1ccccc1NC(=O)c1cc(C)on1
  14	18	18	16
Cc1ccccc1OCc1nnc(SCC(=O)N2CCc3ccccc32)n1C
  -28	6	6	-14
Cc1[nH]nc2c1C(c1cn[nH]c1-c1ccc(F)cc1)C(C#N)=C(N)O2 (centres undefined)
  37	-24	-24	10
CCOC(=O)N1CCN(CC(=O)n2c(C)c(C)c3ccccc32)CC1
  3	19	19	11
O=C1CC(c2cccc(Br)c2)C2=C(CCCC2=O)N1 (centres undefined)
  19	-14	-14	14
COc1ccc(N(C(=O)c2ccco2)C(C(=O)NC2CCCC2)c2cccs2)cc1OC (centres undefined)
  11	4	4	-9
Cc1ccc(C)c(CSc2nnc(-c3cccs3)n2Cc2ccco2)c1
  x	x	4	21
CN1C(=O)c2ccccc2Sc2ccc(NC(=O)N3CCCC3)cc21
  9	-7	-7	-7
CN=C1SC(CC(=O)Nc2ccc(C(=O)O)cc2)C(=O)N1C (centres undefined)
  x	x	10	13
O=C(CCSCCC(=O)NCC1CCCO1)NCC1CCCO1 (centres undefined)
  -12	-8	-8	-5
O=C(COc1cccc(Cl)c1)Nc1ccc(N2CCOCC2)cc1
  x	x	11	35
Cc1ccc(S(=O)(=O)Nc2cccc3cccnc23)cc1
  18	6	6	-7
O=C(CSc1nnc(-c2cnccn2)n1Cc1ccco1)c1ccc(Cl)c(Cl)c1
  4	-23	-23	1
CCC(=O)Nc1cc(NC(=O)CSc2nnc(C(C)C)n2CC)ccc1C
  9	15	15	5
CCc1ccc(C(=O)Cn2ncc(Cl)c(Cl)c2=O)cc1
  8	-7	-7	-3
Cc1cccc(C)c1NC(=O)C1CCCNC1 (centres undefined)
  12	7	7	8
N#Cc1c(N)n(CCc2ccc(F)cc2)c2nc3ccccc3nc12
  x	x	7	2
COc1ccccc1NS(=O)(=O)c1ccc(O)c(C(N)=O)c1
  -19	x	0	14
COc1cccc(-c2nc(NC(C)C)c3ccccc3n2)c1O
  13	-4	-4	8
CC1(C)NC(=O)N(CCCCOc2ccc(Cl)cc2)C1=O
  x	x	24	23
O=C(Cn1cccc1C(=O)c1ccccc1)NCc1cccnc1
  20	14	14	22
O=C(CSc1nnc(-c2cccnc2)n1Cc1ccccc1)NCc1ccco1
  23	24	24	14
CC(/C=N/Nc1nnc2c(n1)[nH]c1ccccc12)=C\c1ccco1
  20	12	12	18
CCOc1ccc(S(=O)(=O)NCCCN2CCOCC2)cc1
  x	x	-5	-2
Cc1cccc(OCc2n[nH]c(=S)o2)c1
  25	13	13	-2
CCOC(=O)c1ccc(NC(=O)CN2C(=O)C3C4C=CC(C4)C3C2=O)cc1 (centres undefined)
  29	15	15	2
O=C(CN1C(=O)c2ccccc2C1=O)Nc1ccccc1F
  20	-29	-29	-2
Cc1cccc2cc(COC(=O)c3cccnc3)c(=O)[nH]c12
  22	4	4	22
CCOc1ccc(OCC)c(NC(=O)CSCC(=O)O)c1
  0	-23	-23	-3
Cc1ccc(O)c(-c2cc(-c3ccccc3F)[nH]n2)c1
  x	x	11	-5
COCCN(C(=O)CCC(=O)Nc1cccnc1)C(C(=O)NC1CCCCC1)c1ccccc1 (centres undefined)
  8	x	x	x
CCNC(=O)CC1SC(=Nc2ccc(C)cc2)N(CC)C1=O (centres undefined)
  0	18	18	0

Additional compounds follow.
The line under a structure holds: eIF2B yeast act	eIF2B yeast act mutant toxicity	Yeast growth tox inhibition %	Yeast growth tox
COC(=O)C1=C(C)NC2=C(C(=O)c3ccccc32)C1c1ccc(-c2ccc(C(=O)O)cc2)o1 (centres undefined)
  17	x	x	x
O=C(c1cc2ccccc2oc1=O)N(Cc1ccccc1)Cc1ccc2c(c1)OCO2
  26	-11	-11	11
CC(=O)Nc1cc(C(=O)N2CCN(C)CC2)ccc1S(=O)(=O)c1ccc(C)cc1
  -4	11	11	0
CC(C)n1nnnc1C(c1ccc(F)cc1)N1CCN(C2CCCC2)CC1 (centres undefined)
  5	3	3	7
Cc1cc(C)nc(N2CCN(c3ncnc4c3cnn4Cc3ccc(Cl)cc3Cl)CC2)n1
  27	-36	-36	-51
Cc1sc2ncn(CC(=O)NCC(=O)N(C)C3CCCCC3)c(=O)c2c1C
  x	x	5	7
CCC(CCC(=O)Nc1ccc(S(N)(=O)=O)cc1)C(=O)O (centres undefined)
  4	x	0	4
CCOc1ccccc1C(=O)NC(C(=O)OCC(=O)Nc1nnc(-c2ccccc2)o1)C(C)C (centres undefined)
  29	4	4	21
O=C(NCC1CCCO1)c1nn2cccnc2c1Cl (centres undefined)
  7	-6	-6	20
COc1cc(OC)cc(-n2nnnc2SCC(=O)NC2CCCC2)c1
  23	13	13	21
CCc1nc(NCCN2CCOCC2)c(C#N)c2c1CCCC2
  1	-5	-5	17
COC(=O)c1cc2nc(-c3ccc(OC)c(OC)c3)cc(C(F)(F)F)n2n1
  2	-32	-32	-19
COc1ccc(Cl)cc1-n1c(C)cc(C=O)c1C
  12	11	11	29
CCCC(O)(c1ccc(OC)cc1)C(CN(C)C)c1ccccc1 (centres undefined)
  x	x	12	22
CC(Sc1nnc(C(C)N(C)C)n1-c1ccc(Cl)cc1)C(=O)Nc1ccc2c(c1)OCO2 (centres undefined)
  3	-14	-14	4
CN1CC=C2C(C#N)=C(N)C(C#N)(C#N)C(c3cccc(Cl)c3Cl)C2C1 (centres undefined)
  21	14	14	16
CCC(C)NC(=O)C1CN(S(=O)(=O)c2ccccc2)CCN1S(=O)(=O)c1ccccc1 (centres undefined)
  21	4	4	5
Cc1c(C(=O)N2CCC(C)CC2)sc2ncnc(N(C)c3ccccc3)c12
  -13	36	36	17
COc1ccc(-c2nc3ccncc3[nH]2)cc1OC
  x	x	7	5
CCCCCCSc1nc(O)c(C2OC(=O)c3c2ccc(OC)c3OC)c(=O)n1-c1ccccc1 (centres undefined)
  x	x	9	35
CC(C)CNC(=O)c1ccccc1-c1ccccc1C(=O)O
  -5	3	3	15
O=C1CCCCC(=O)N(c2ccccc2)c2ccccc21
  13	-10	-10	8
COc1ccccc1N1CCN(C(c2ccc(F)cc2)c2nnnn2C(C)C)CC1 (centres undefined)
  18	8	8	1
CCc1ccccc1OCc1nc2ccc(S(=O)(=O)N3CCOCC3)cc2[nH]1
  x	x	10	3
O=C1CC(N(C(=O)c2ccco2)c2cccc(Cl)c2)C(=O)N1c1cccc(Cl)c1 (centres undefined)
  x	x	5	30
CC(=O)Oc1ccc(NC(=O)Cc2ccccc2)cc1
  58*	x	14	14
COc1ccc(C)cc1NS(=O)(=O)c1cc(C)ccc1C
  22	5	5	9
COc1ccc(NC(=O)c2noc3c2CCC3)cc1
  39	41	41	25
COc1ccc(-c2nn(-c3ccccc3)cc2C(=O)Nc2nccs2)cc1OC
  5	6	6	-10
CCOC(=O)N1CCN(CC(=O)c2ccc3c(c2)CCN3)CC1
  21	-23	-23	-1

Quoted at random: 7 compounds from above, in no set order.
The line under a structure holds: eIF2B yeast act	eIF2B yeast act mutant toxicity	Yeast growth tox inhibition %	Yeast growth tox
CN1CC=C2C(C#N)=C(N)C(C#N)(C#N)C(c3cccc(Cl)c3Cl)C2C1 (centres undefined)
  21	14	14	16
CC(=O)Oc1ccc(NC(=O)Cc2ccccc2)cc1
  58*	x	14	14
CCCCCCSc1nc(O)c(C2OC(=O)c3c2ccc(OC)c3OC)c(=O)n1-c1ccccc1 (centres undefined)
  x	x	9	35
Cc1c(C(=O)N2CCC(C)CC2)sc2ncnc(N(C)c3ccccc3)c12
  -13	36	36	17
COc1ccc(-c2nc3ccncc3[nH]2)cc1OC
  x	x	7	5
CCOC(=O)N1CCN(CC(=O)c2ccc3c(c2)CCN3)CC1
  21	-23	-23	-1
CC(C)CNC(=O)c1ccccc1-c1ccccc1C(=O)O
  -5	3	3	15

Continuation:
The line under a structure holds: eIF2B yeast act	eIF2B yeast act mutant toxicity	Yeast growth tox inhibition %	Yeast growth tox
Cc1ccc(S(=O)(=O)N2CCCC2C(=O)NC2=NCCS2)cc1 (centres undefined)
  20	3	3	32
O=C(Nc1ccc(S(=O)(=O)NCCc2ccccc2)cc1)c1ccc(Br)o1
  -19	4	4	3
O=c1ccc2cc3c([nH]c4ccc(Br)cc43)oc-2c1O
  -15	x	0	18
COc1ccc(S(=O)(=O)N(CCc2ccccc2)CC(=O)NCCCO)cc1
  20	-3	-3	9
O=C(Nc1ncccc1O)c1cccc(S(=O)(=O)N2CCc3ccccc32)c1
  2	14	14	-5
CCOc1ccc(NC(=O)CSc2nnc(-c3ccncc3)n2CC2CCCO2)cc1 (centres undefined)
  x	x	-17	0
COc1ccc(Cl)cc1-c1n[nH]c(=S)n1C1CCCCC1
  19	x	0	15
O=C(O)c1ccc2c(c1)[C@@H]1C=CC[C@@H]1[C@H](c1ccccn1)N2
  23	-36	-36	5
N#Cc1nc(-c2ccccc2Cl)oc1N1CCCCC1
  22	-10	-10	2
CCOC(=O)c1ccc(CNC(=O)CSc2nnnn2-c2ccc(Cl)cc2)o1
  20	-35	-35	-8
CCCCOc1ccc(-c2c(C#N)c(N)nc(SCC(N)=O)c2C#N)cc1
  2	-32	-32	-35
Cc1ccc2c(c1)N(C(C)C(=O)NCCc1ccccc1)C(=O)CO2 (centres undefined)
  -8	-13	-13	0
O=C(CN1c2cccc3cccc(c23)S1(=O)=O)NCc1ccc2c(c1)OCO2
  16	32	32	-4
O=C(c1ccccc1Cl)N1CCc2ccccc2C1
  18	-7	-7	-8
COc1ccc(C(c2nnnn2CC2CCCO2)N2CCN(c3ccc(F)cc3)CC2)cc1 (centres undefined)
  15	7	7	9
